# Assay outcomes: PubChem, several laboratories
# FAS-TE inh – FAS thioesterase domain inhibitors, primary screen, biochemical, fluorescence intensity, uHTS; Fatty acid synthase (Homo sapiens), P49327; recombinant FAS-TE, OMFH fluorogenic substrate, fluorescence endpoint; inhibition, % at 15 µM; 360,000 tested, 0.67% active; AID 602261, 2012;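 active means compounds whose normalised, plate-corrected inhibition of enzyme fluorescence in the single-dose primary screen is 50% or more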;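 further: 0% = DMSO with enzyme and 100% = substrate without enzyme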
# CSN inh – inhibitors of CSN-mediated cullin deneddylation, primary screen, biochemical, fluorescence polarization, uHTS; AID 651999, 2013; 360,000 tested, 0.38% active; COP9 signalosome complex subunit 5 (Homo sapiens), Q92905; inhibition, % at 12.5 µM; Purified CSN, SCF-Nedd8-OG deneddylation;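 active means pattern-corrected inhibition above about 35%, with an unprinted fluorescence ratio check between 0.5 and 1.5, limit read from the data, passing the limit was not always enough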;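 further: 0% = enzyme with substrate and 100% = substrate without enzyme; some results filed as inactive read as strong as hits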
#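 Material: human Csn5 produced in HEK293T cells; Input: enzyme 0.24 nM; Reagent: SCFSkp2-Nedd8OG substrate at 10 nM final; Dosing: 12.5 µM compound; Incubation: 90 min reaction at room temperature; Detection: fluorescence polarization of the substrate; Evaluation: % inhibition of substrate cleavage by Csn5; Control set: substrate-only high control, full reaction low control.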
# Tb MetRS inh – T. brucei MetRS inhibitors, primary screen, biochemical, luminescence | methionyl-tRNA synthetase (Trypanosoma brucei brucei) | inhibition, % at 11.9 µM | purified T. brucei MetRS, ATP depletion, Kinase-Glo luminescence | 360,000 tested, 0.4% active;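 active means inhibition above a per-plate cutoff of the control wells' mean inhibition plus 3 SD, cut at about 5.5% in these data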;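 further: 0% = DMSO wells median and 100% = median of wells with control inhibitor compound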
#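 Test system – parasite MetRS enzyme · Reagent – substrates ATP, L-methionine and bulk Escherichia coli tRNA · Doses – 11.9 µM compound single dose, 0.9% DMSO · Times – 15 min enzyme-compound preincubation, 2 h reaction, 10 min detection, 25 °C · Signal – Kinase-Glo luminescence, ATP depletion format · Controls – DMSO-only wells as low control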
# MsrA inhibitor – bovine MsrA enzyme inhibitors, primary screen, biochemical, absorbance, HTS; Methionine sulfoxide reductase A (Bos taurus); purified bovine MsrA, absorbance read-out; inhibition, % at 15.5 µM; 360,000 tested, 0.75% active; AID 651718, 2012; in the data active means inhibition above about 4.5%;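 further: 0% = vehicle wells with enzyme and 100% = reference inhibitor wells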
# Neddylation inh – inhibitors of cullin neddylation, primary screen, biochemical, TR-FRET, uHTS, NAE and Ubc12; NEDD8-conjugating enzyme Ubc12 (Homo sapiens) + NEDD8-activating enzyme E1 regulatory …; AID 651699, 2012; calls only at 25 µM; 360,000 tested, 0.58% active; in the data active means inhibition above about 36%
# E coli Lon inh – inhibitors of E. coli Lon protease, primary screen, biochemical, fluorescence polarization. P0A9M0. purified E. coli Lon protease. inhibition, % at 7.94 µM. 360,000 tested, 0.42% active. AID 602123, 2011; in the data active means inhibition above about 13%, passing the limit was not always enough;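 further: 0% = enzyme with probe and DMSO and 100% = no enzyme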
# Rin1 Abl inh – inhibitors of Rin1-Abl protein binding, primary screen, biochemical, TR-FRET. Tyrosine-protein kinase ABL1 (Homo sapiens) + Ras and Rab interactor 1 (Homo sapiens), …. inhibition, % at 7.35 µM. 360,000 tested, 0.4% active. AID 588664, 2011; in the data active means inhibition above about 5%, passing the limit was not always enough
# Target sequence (P00519 whole entry, looked up): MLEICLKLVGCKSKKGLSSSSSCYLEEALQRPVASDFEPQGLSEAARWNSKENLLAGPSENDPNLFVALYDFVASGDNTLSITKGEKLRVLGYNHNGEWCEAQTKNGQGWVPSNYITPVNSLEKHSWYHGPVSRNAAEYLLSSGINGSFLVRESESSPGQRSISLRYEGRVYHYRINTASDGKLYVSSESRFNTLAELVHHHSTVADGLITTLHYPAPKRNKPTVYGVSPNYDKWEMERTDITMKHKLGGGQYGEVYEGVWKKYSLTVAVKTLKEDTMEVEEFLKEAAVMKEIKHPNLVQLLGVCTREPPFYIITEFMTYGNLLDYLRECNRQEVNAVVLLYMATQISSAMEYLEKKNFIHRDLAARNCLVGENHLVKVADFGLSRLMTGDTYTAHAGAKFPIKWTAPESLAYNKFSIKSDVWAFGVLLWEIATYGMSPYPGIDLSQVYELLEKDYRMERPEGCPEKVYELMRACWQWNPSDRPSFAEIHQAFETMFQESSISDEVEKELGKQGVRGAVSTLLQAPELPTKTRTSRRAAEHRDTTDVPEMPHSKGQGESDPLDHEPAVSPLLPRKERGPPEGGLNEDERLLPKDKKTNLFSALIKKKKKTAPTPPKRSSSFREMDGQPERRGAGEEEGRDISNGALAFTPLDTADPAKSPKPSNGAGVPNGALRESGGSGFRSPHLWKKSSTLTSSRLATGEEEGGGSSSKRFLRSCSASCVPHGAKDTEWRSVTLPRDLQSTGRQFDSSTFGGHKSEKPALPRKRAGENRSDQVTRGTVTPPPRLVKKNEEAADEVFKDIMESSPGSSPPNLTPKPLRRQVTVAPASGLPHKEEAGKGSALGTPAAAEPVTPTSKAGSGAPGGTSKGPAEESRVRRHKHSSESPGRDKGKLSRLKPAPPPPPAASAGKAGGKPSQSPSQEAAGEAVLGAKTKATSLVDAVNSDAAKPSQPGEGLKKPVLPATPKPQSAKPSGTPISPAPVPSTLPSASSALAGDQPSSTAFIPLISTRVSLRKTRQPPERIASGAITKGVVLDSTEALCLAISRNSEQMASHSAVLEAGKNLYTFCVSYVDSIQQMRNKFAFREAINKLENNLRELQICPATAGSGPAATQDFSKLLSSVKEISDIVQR
# Target sequence (Q13671 whole entry, looked up): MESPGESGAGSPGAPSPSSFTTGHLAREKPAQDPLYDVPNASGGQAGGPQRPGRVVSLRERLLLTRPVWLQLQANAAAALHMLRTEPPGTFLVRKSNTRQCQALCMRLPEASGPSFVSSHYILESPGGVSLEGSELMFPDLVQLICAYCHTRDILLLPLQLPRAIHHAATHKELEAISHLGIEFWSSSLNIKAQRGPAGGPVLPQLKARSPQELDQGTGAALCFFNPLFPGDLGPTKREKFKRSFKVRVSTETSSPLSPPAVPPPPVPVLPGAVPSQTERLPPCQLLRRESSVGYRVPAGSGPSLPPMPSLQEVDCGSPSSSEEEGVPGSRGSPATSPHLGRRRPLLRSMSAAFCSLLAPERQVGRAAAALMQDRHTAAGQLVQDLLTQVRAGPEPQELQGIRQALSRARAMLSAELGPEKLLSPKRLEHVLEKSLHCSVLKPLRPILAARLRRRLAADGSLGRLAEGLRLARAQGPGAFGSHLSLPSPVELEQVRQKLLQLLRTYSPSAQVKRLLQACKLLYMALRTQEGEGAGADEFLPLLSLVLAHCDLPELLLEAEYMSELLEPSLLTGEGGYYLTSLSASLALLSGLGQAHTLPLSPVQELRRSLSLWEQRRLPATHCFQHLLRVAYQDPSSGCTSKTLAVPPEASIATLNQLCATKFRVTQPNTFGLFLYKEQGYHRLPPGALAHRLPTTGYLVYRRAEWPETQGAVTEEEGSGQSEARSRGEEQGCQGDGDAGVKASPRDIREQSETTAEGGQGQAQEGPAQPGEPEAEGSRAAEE
# MsrA act – bovine MsrA enzyme activators, primary screen, biochemical, absorbance, HTS. purified bovine MsrA, absorbance read-out. 360,000 tested, 0.3% active. activation, % at 10.6 µM. Methionine sulfoxide reductase A (Bos taurus); in the data active means activation above about 7.5%;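 further: 0% = vehicle and 100% = reference activator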
# MLLE-PAM2 inh – inhibitors of PABP1 MLLE–PAM2 peptide binding, primary screen, biochemical, fluorescence polarization, FITC-PAM2, GST-MLLE | inhibition, % at 20 µM | 360,000 tested, 0.36% active; in the data active means inhibition above about 35%, passing the limit was not always enough;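 further: plate controls were DMSO wells with GST-MLLE for no effect and wells lacking GST-MLLE protein for full effect; some results filed as inactive read as strong as hits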
# Active calls of the source: *; i = inactive; · = no result given.
(1) COc1ccc(CCn2c(=N)c(C(=O)NCC3CCCO3)cc3c(=O)n4ccccc4nc32)cc1 (configuration not stated)
(2) CC(C)(C)NC(=O)C(=O)NNC(=O)c1ccccc1Br
(3) CCc1nnc(NC(=O)C2CCCN2S(=O)(=O)c2ccccc2)s1 (configuration not stated)
(4) COc1ccc(CC(=O)NC2CCS(=O)(=O)C2)cc1 (configuration not stated)
(5) Cc1sc2nc(CC(=O)NN)[nH]c(=O)c2c1C
(6) Cc1csc(NC(=O)CSc2nnc(-c3ccoc3C)n2CCc2ccccc2)n1

assay / compound	1	2	3	4	5	6
FAS-TE inh	-1	0	-6	-6	-3	22
CSN inh	1	5	6	-8	-3	4
Tb MetRS inh	-1.1	0.2	0.7	0.0	-0.1	-0.4
MsrA inhibitor	1.2	0.1	-0.8	0.9	1.6	-0.1
Neddylation inh	i	i	i	i	i	i
E coli Lon inh	-5	-7	4	-4	-4	-1
Rin1 Abl inh	-5	4	2	0	-1	-2
MsrA act	-13	-3	0	-2	-2	0
MLLE-PAM2 inh	-6	5	5	21	10	-16

(7) CSc1ccc(/C=C/C(=O)OCC(=O)N2CCN(S(=O)(=O)c3ccc(C)cc3C)CC2)cc1
(8) O=C(NCC1CCCN(Cc2ccc3nonc3c2)C1)c1cccc(C(F)(F)F)c1 (configuration not stated)
(9) N#CCCN(Cc1ccccc1)C(c1ccnc2ccccc12)c1nnnn1-c1ccc2c(c1)OCCO2 (configuration not stated)
(10) CCN1C(=O)C(O)(CC(=O)/C=C/C=C/c2ccccc2)c2ccccc21 (configuration not stated)
(11) Cc1cc(C)nc(N/N=C/C(Cl)=C/c2ccccc2)n1
(12) CC(C)(C)c1ccc(-n2ncc3c2CCCC3NC(=O)CCN2CCCCC2=O)cc1 (configuration not stated)

assay / compound	7	8	9	10	11	12
FAS-TE inh	13	4	14	-5	2	1
CSN inh	-2	-3	-3	3	5	6
Tb MetRS inh	-0.4	-0.2	0.0	0.1	-1.3	0.7
MsrA inhibitor	0.0	-0.4	0.6	5.8*	·	-0.4
Neddylation inh	·	i	i	i	i	i
E coli Lon inh	-4	-3	-4	3	-3	-5
Rin1 Abl inh	5	-2	·	-3	0	3
MsrA act	-7	-1	-2	-5	-4	-2
MLLE-PAM2 inh	-27	10	·	-13	3	5

(13) CCOC(=O)C1=CNS(=O)(=O)NC1c1ccc2ccccc2c1 (configuration not stated)
(14) Cc1ccc(-c2cnc(C(O)c3cc(Cl)cc(Cl)c3)[nH]2)cc1 (configuration not stated)
(15) O=S(=O)(/N=C(/c1ccc(F)cc1)N1CCCCC1)c1ccc(Cl)cc1
(16) O=C(CSc1ncn(-c2ccccc2)n1)Nc1nc2c(s1)CCCC2
(17) CC(C)c1ccc2c(c1)C(c1cccs1)=NNC(c1ccncc1)=N2
(18) COC(=O)CSc1nc(N)nc(C)c1Br

assay / compound	13	14	15	16	17	18
FAS-TE inh	-6	10	3	10	-4	-7
CSN inh	5	6	4	1	0	-2
Tb MetRS inh	-0.6	40*	0.2	-0.1	-0.5	-0.7
MsrA inhibitor	0.7	-0.6	-0.9	-0.6	-1.0	-0.1
Neddylation inh	i	i	i	i	i	i
E coli Lon inh	0	-18	16	-8	-9	-8
Rin1 Abl inh	-1	5	3	4	-3	-1
MsrA act	-6	-3	-5	-2	1	-7
MLLE-PAM2 inh	20	-2	3	19	-18	27

(19) COc1ccc(S(=O)(=O)NCCSc2ccccc2)cc1OC
(20) CS(=O)(=O)c1nc(S(=O)(=O)c2ccc(Cl)cc2)c(N2CCCCCC2)s1
(21) CC(=O)c1cccc(NC(=O)N2CCCC2C(=O)Nc2ccccc2C)c1 (configuration not stated)
(22) COc1ccccc1CC(=O)NCC1CCCO1 (configuration not stated)
(23) CCCCc1nnc(NC(=O)CSc2nc(O)c(-c3ccccc3)c(=O)[nH]2)s1
(24) CC12CCC(C(=O)Nc3nccs3)(OC1=O)C2(C)C (configuration not stated)

assay / compound	19	20	21	22	23	24
FAS-TE inh	4	12	-7	-5	-2	-6
CSN inh	0	-1	4	-6	2	2
Tb MetRS inh	-0.5	0.4	0.5	0.0	-0.2	0.0
MsrA inhibitor	0.0	2.0	2.7	0.1	-0.3	0.0
Neddylation inh	i	i	i	i	i	i
E coli Lon inh	-1	-7	4	-3	-2	3
Rin1 Abl inh	6	-2	-5	1	-4	5
MsrA act	0	-2	-2	8.4*	0	3
MLLE-PAM2 inh	-6	3	-4	9	32	-1

(25) COC(=O)c1ccccc1NS(C)(=O)=O
(26) CN(/N=C/c1cc(Cl)cc(Cl)c1O)C(=S)NC(C)(C)C
(27) COc1ccc(-c2cnc3c(NC(C)=O)cc(-c4ccccc4OC)cn23)cc1OC
(28) CC(C)CNC(=O)c1ccccc1N(Cc1ccccc1)S(C)(=O)=O
(29) CN(C(=O)COC(=O)c1cccc(S(=O)(=O)N2CCCCCC2)c1)C1CCS(=O)(=O)C1 (configuration not stated)
(30) CC(NC(=O)c1ccc(Br)s1)c1ccncc1 (configuration not stated)

assay / compound	25	26	27	28	29	30
FAS-TE inh	-8	26	13	-5	-4	-3
CSN inh	-4	1	3	0	-4	-1
Tb MetRS inh	-0.2	0.8	-0.3	0.4	-0.2	-0.9
MsrA inhibitor	0.5	-0.9	-1.0	0.4	0.2	0.1
Neddylation inh	i	·	i	i	i	i
E coli Lon inh	8	0	0	8	12	4
Rin1 Abl inh	1	-2	-2	-3	6	-2
MsrA act	1	-4	1	2	-11	-8
MLLE-PAM2 inh	14	-122	-106	13	-2	-11

(31) S=C1COC(c2ccccc2)N1c1ccccc1 (configuration not stated)
(32) Cc1cc(=O)oc2c(C)c(OC(C)C(=O)NCc3ccccn3)ccc12 (configuration not stated)
(33) Cc1ccc(-n2nc3c(N4CCC(C(=O)NCCc5cccs5)CC4)nnc(C)c3c2C)cc1
(34) CSC1=N/C(=C\c2cccc(F)c2)C(=O)S1
(35) Cc1cc(C)cc(C(=O)N(CCc2ccccc2)C2=CC3CCC(C2)N3C)c1 (configuration not stated)
(36) CC(=O)Nc1ccc(OCc2cn(CC(=O)c3ccc(O)cc3)nn2)cc1

assay / compound	31	32	33	34	35	36
FAS-TE inh	-4	-5	9	-8	-2	-5
CSN inh	4	1	-1	-1	2	4
Tb MetRS inh	0.2	0.4	0.2	0.3	-0.4	-0.9
MsrA inhibitor	0.3	0.2	-1.1	-0.4	-0.3	0.6
Neddylation inh	i	i	i	i	i	i
E coli Lon inh	2	14	-17	-2	-6	-3
Rin1 Abl inh	-4	-1	-4	2	0	2
MsrA act	-1	-4	-1	-4	-2	4
MLLE-PAM2 inh	11	0	-28	15	-2	3

(37) CC[N+]1(CC)CC2CCC(C)(C1)C2(C)C (configuration not stated)
(38) Cc1cc(C)n2nc(SCc3nnc(SCc4ccccc4C)s3)nc2n1
(39) COc1ccc(-c2c(C(=O)O)c(C(=O)O)c3n2CCC3)cc1
(40) COc1ccc(-c2cnn(C3CCS(=O)(=O)C3)c2N)cc1 (configuration not stated)
(41) Cc1ccc(-c2nnn(CC(=O)N(CCO)C(C(=O)NC3CCCC3)c3ccc(F)cc3)n2)o1 (configuration not stated)
(42) CSc1ccc(CN2CCC2(C)C(=O)Nc2cccc(NS(C)(=O)=O)c2)cc1 (configuration not stated)

assay / compound	37	38	39	40	41	42
FAS-TE inh	-3	12	2	-4	-1	6
CSN inh	-6	0	-2	-5	1	-4
Tb MetRS inh	-1.2	-0.1	-1.0	0.6	-0.5	-0.3
MsrA inhibitor	-0.6	0.5	-1.5	0.3	-1.2	-0.8
Neddylation inh	i	i	i	i	i	i
E coli Lon inh	-1	-6	0	2	5	0
Rin1 Abl inh	0	0	2	3	0	-2
MsrA act	-11	-2	-4	3	-3	-2
MLLE-PAM2 inh	-107	10	5	-3	-4	1

(43) O=C(Nc1cccc(Cl)c1)N(CCN1CCOCC1)Cc1ccccc1F
(44) CCOC(=O)Cc1csc(SCC(=O)N(CC(C)C)c2c(N)n(Cc3ccccc3)c(=O)[nH]c2=O)n1
(45) COc1ccc(C(NC(=O)c2ccccc2F)NC(=O)c2ccccc2F)cc1
(46) COc1ccccc1NCCC(=O)OCC(=O)Nc1ccccc1Cl
(47) COc1ccc(C(=O)NNC2CC(=O)N(Cc3ccc(Cl)cc3)C2=O)cc1OC (configuration not stated)
(48) CCOC(=O)c1oc2ccccc2c1CSc1nnnn1-c1ccc(OC)cc1

assay / compound	43	44	45	46	47	48
FAS-TE inh	0	-4	-1	-1	-19	14
CSN inh	-2	6	-2	5	-10	-3
Tb MetRS inh	-1.8	-0.3	0.1	-0.2	-1.3	-0.5
MsrA inhibitor	-0.3	-0.1	-1.4	0.0	0.8	0.8
Neddylation inh	i	i	i	i	i	i
E coli Lon inh	0	-14	1	-7	2	5
Rin1 Abl inh	4	4	1	5	0	-1
MsrA act	-6	-4	-4	-1	-5	-5
MLLE-PAM2 inh	5	-23	-8	0	3	-12

(49) Cc1cccc(C=CC(=O)c2ccc(Cl)cc2)c1
(50) CCO[C@@H]1OC(C(=O)NCc2nc3ccccc3[nH]2)=C[C@H](C(C)(C)C)[C@H]1CCCO
(51) Cc1nnc(SCC(=O)Nc2ccc3[nH]c(=O)[nH]c3c2)s1
(52) Cc1cc(C(=O)NC2CCCc3ccccc32)no1 (configuration not stated)
(53) COc1cccc(NC(=O)CNS(=O)(=O)c2ccc(Cl)cc2)c1
(54) Cc1cccc(C)c1OCC(O)CN1CCC(CN2C(=O)c3cccc4cccc(c34)C2=O)CC1 (configuration not stated)
(55) Cc1ccc(NC(=O)CSCCc2ccccn2)nc1
(56) CC(=O)Nc1cccc(NC(=O)C2CCCN2C(=O)Nc2ccccc2C)c1 (configuration not stated)

assay / compound	49	50	51	52	53	54	55	56
FAS-TE inh	2	1	-4	-4	-8	-18	-7	-6
CSN inh	17	-4	-4	6	-1	-2	0	1
Tb MetRS inh	-0.3	6.4*	0.0	-0.6	0.8	-0.7	-0.3	-0.3
MsrA inhibitor	0.6	-0.3	0.3	-0.1	·	-0.1	0.6	-0.3
Neddylation inh	i	i	i	i	i	i	i	i
E coli Lon inh	-1	0	7	1	-1	-11	2	-1
Rin1 Abl inh	3	2	5	-2	-2	-2	4	4
MsrA act	-3	-9	-6	-3	-5	-4	0	0
MLLE-PAM2 inh	-8	-5	11	-10	-11	-8	21	-4
